Pf Dd2 growth = blocks in vitro growth of P. falciparum Dd2; P. falciparum Dd2 growth, SYBR Green, 72 h; AID 1347417; 120,000 tested, 4.3% active; Potency, µM (doses to about 28.9 µM), without a hit: top-dose activity, negative = inhibition, hits mostly inhibitors; active = well fitted inhibition curve with a large enough effect; inconclusive = small, poorly fitted or top-dose-only effect; inactive = no such curve, though single readings can be large or run the other way;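 note: plate controls were DMSO vehicle for no effect and reference drug for full effect; nearly all actives have a fitted effect of over 65% in size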
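Readout: SYBR Green fluorescence, 485 nm excitation, 535 nm emission, after ~16 h lysis at 37C. Before that, Dd2-infected red cells (2.5% hematocrit) grew 72 h with compound, 29 uM top final concentration.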
Starred values were filed as active, the others as inactive; i = inactive; ? = inconclusive; & = joins results of further samples; [ ] = dose if it differs, or a comment. Potency is the fitted concentration of half-maximal effect. Only part of the results is shown, so the mix of outcomes need not match the whole.

A first look (four entries):
SMILES | Pf Dd2 growth
COc1ccc(NC(=O)Cn2c(=O)n(-c3ccccc3)c(=O)c3c2cc(C)n3C)cc1 | 64.6%[activator]
COCCCNC(=O)C(NC(=O)c1ccccc1)C1CCN(C(=O)c2ccc(Cl)cc2)CC1 (stereo not drawn) | ?
O=C(CN1CCCc2nc(-c3ccncc3)ncc2C1=O)NCC1CC1 | -23.7%
COCCN1C(=O)c2cccn2CC1CNC(=O)COc1ccc(F)cc1 (stereo not drawn) | 0.2%

All compounds of this part, from the first entry:
SMILES | Pf Dd2 growth
COc1ccc(NC(=O)Cn2c(=O)n(-c3ccccc3)c(=O)c3c2cc(C)n3C)cc1 | 64.6%[activator]
COCCCNC(=O)C(NC(=O)c1ccccc1)C1CCN(C(=O)c2ccc(Cl)cc2)CC1 (stereo not drawn) | ?
O=C(CN1CCCc2nc(-c3ccncc3)ncc2C1=O)NCC1CC1 | -23.7%
COCCN1C(=O)c2cccn2CC1CNC(=O)COc1ccc(F)cc1 (stereo not drawn) | 0.2%
COC(=O)[C@H](NC(=O)[C@@H]1[C@@H](NC(=O)NC(C)C)CCN1C(=O)c1cccn1C)C(C)C | i
CC(C)CCN1CCOc2cc(C(=O)Nc3ccc(F)cc3)ccc2C1 | ?
CCN(C(=O)c1cc2c(s1)-c1ccccc1OC2)c1cccc(C(F)(F)F)c1 | ?
OCCOc1ccc(-c2c(-c3ccccc3)ncn2CCc2cccnc2)cc1 | 9.8%
COc1ccc(S(=O)(=O)c2c(Nc3c(C)cccc3C)sc(C(=O)c3ccc(F)cc3)c2N)cc1 | ?
CCOc1ccc2c(n1)CCN(C(=O)C1(c3ccccc3)CC1)C2 | 10µM*
O=C(Nc1ccc(OC(F)(F)F)cc1)C1CCN(S(=O)(=O)c2cccs2)CC1 | -17.7%
O=C(NCc1ccco1)N1C[C@@H]2CN(C(=O)C3CC3)C[C@]2(C(=O)O)C1 | 1.7%
COc1ccc(CCNC(=O)Cn2cc(S(=O)(=O)Cc3cccc(Cl)c3)c3ccccc32)cc1OC | 20.8%
Cc1cc(C)cc(OCC(=O)Nc2ccc(S(=O)(=O)Nc3onc(C)c3C)cc2)c1 | ?
Cc1ccc(-c2cccc(CN3C4CCC3CN(C(=O)Nc3ccccc3F)C4)c2)c(C)c1 | -18.0%
C#CCNC(=O)C1CCc2nnc(-c3ccc(Cl)cc3Cl)n21 (stereo not drawn) | 7.3%
Cc1nnc2n1CCC(N(C)C(=O)Cc1ccccc1F)CC2 (stereo not drawn) | 19.8%
CC(C)(C)C(=O)NC[C@H]1O[C@H](Cc2cc(COc3ccccc3)on2)CC[C@@H]1O | i
O=C(c1ccc(C(F)(F)F)cc1)N1CCC2(CC1)CCN(Cc1cccs1)c1ccccc1O2 | ?
COc1ccc(-c2cc(N3CCN(C(=O)c4cc(OC)cc(OC)c4)CC3)n[nH]2)cc1 | -12.1%
COc1ccc2cc(-c3nc(Cl)c4c5c(sc4n3)CCCC5)c(=O)oc2c1 | 37.3%[activator]
CCOc1ccccc1CNC(=O)c1ccc(-c2nc(CSc3ccc(C)cc3)c(C)o2)cc1 | 16.4%
CN1CCN(c2cc(N3CC[C@H](CO)[C@H](O)C3)nc(N)n2)CC1 | 3.9%
CCOc1ccc(-c2cc(NC(=O)Nc3ccccc3Cl)c(C(=O)OC)s2)cc1 | ?
Cc1noc(C)c1-c1cc2c(cc(-c3ccccc3)n2C)c(Nc2ccncn2)n1 | ?
Cc1ccc(NC(=O)C2CCN(S(=O)(=O)c3ccc4[nH]c(=O)ccc4c3)CC2)cc1C | ?
O=C(c1cccs1)N1CCC(Cc2nc(-c3ccncc3)n[nH]2)CC1 | ?
CCCCOc1ccc(C(=O)Nc2ccc(-c3nc4ccccc4s3)cc2C)cc1 | -6.6%
CCOC(=O)c1c(C)[nH]c(C)c1S(=O)(=O)NCC(=O)NCc1cccc(C)c1 | 54.1%[activator]
Cc1ccc(-n2c(C3CCN(C(=O)c4cc(Cl)ccc4F)CC3)n[nH]c2=O)cc1 | i
Cc1cccc(NC(=O)CC2C(=O)OCCN2Cc2ccccc2)c1 (stereo not drawn) | i
N#Cc1ccc(S(=O)(=O)N2CCCOCCNC(=O)[C@@H]3CCCC[C@@H]32)cc1 | 22.9%
Clc1cccc(-c2nnc(CN3CCN(c4ccccn4)CC3)o2)c1 | -12.0%
Cc1cccc(CCNC(=O)c2c[nH]c3ccc(S(=O)(=O)Nc4ccccc4F)cc3c2=O)c1 | -18.0%
CCCc1ccc(S(=O)(=O)N2C[C@@H](F)C[C@H]2C(=O)N2CCCCC2)cc1 | ?
O=C(c1cc2n(n1)CC(c1ccc(Br)cc1)OC2)N1CCOCC1 (stereo not drawn) | i
CC(C)NC(=O)c1nc(-c2ccc(Cl)nc2)c2cnccn12 | ?
CCc1cccc(-n2nnnc2N2CCN(C(=O)NCc3ccccc3)CC2)c1 | -4.6%
C#CCNC(=O)[C@H]1O[C@H](CCN(C)CCN(C)C)CC[C@@H]1O | 10.9%[44.1 µM]
COc1ccc(S(=O)(=O)c2cn(C)c3cc(N4CCOCC4)c(F)cc3c2=O)cc1 | ?

An excerpt from above in order of molecular weight, descending:
SMILES | Pf Dd2 growth
CCOc1ccc(-c2cc(NC(=O)Nc3ccccc3Cl)c(C(=O)OC)s2)cc1 | ?
CCOC(=O)c1c(C)[nH]c(C)c1S(=O)(=O)NCC(=O)NCc1cccc(C)c1 | 54.1%[activator]
CC(C)NC(=O)c1nc(-c2ccc(Cl)nc2)c2cnccn12 | ?

Remaining list, next part
SMILES | Pf Dd2 growth
Cn1c(=O)n(C)c2cc(N3CCOCC3)c(NS(=O)(=O)c3cccc(C#N)c3)cc21 | ?
CC1=C[C@@H](CN2CCN(CCO)CC2)[C@H](C(C)C)C[C@H]1Cc1nnc(-c2ccc(C)cc2)o1 | -0.2%
O=C(C1CCC(Cn2c(=O)c3sccc3n(Cc3ccccc3)c2=O)CC1)N1CCOCC1 (stereo not drawn) | ?
CCN(CC)C(=O)CSc1nc2cc3c(cc2c(=O)n1CCCC(=O)NCc1ccc2c(c1)OCO2)OCO3 | 11.7%
CN(C)C[C@@H]1CN(S(C)(=O)=O)C[C@H]1NC(=O)CCc1ccccc1 | 21.2%
Cc1cccc(OC(=O)c2snnc2C)c1C | ?
N#Cc1c[nH]c(C(=O)N2CCN(Cc3cn[nH]n3)CC(O)C2)c1 (stereo not drawn) | -18.2%
Cn1ccc2c(C(=O)NCCc3cnc[nH]3)nc(-c3ccc([S+](C)(=O)[O-])cc3)cc21 | i
Cc1nc(C(=O)N2CC[C@H](N3CCN(C)CC3)[C@H](CCCO)C2)cs1 | 20.1%
Cc1ccccc1C(=O)N1CCc2nc(C(C)C)nc(-c3ccc(O)cc3)c2CC1 | ?
O=C1CC(c2ccccc2)N(Cc2ccncc2)CCCN(C(=O)c2cc3ccccc3[nH]2)CCN1 (stereo not drawn) | 3.55µM*
Cc1cc(C[C@@H]2COC[C@@H]2NC(=O)c2cn(C)c3ccccc23)on1 | -4.1%
O=C(Cn1nc(-c2ccco2)ccc1=O)NC1CCCc2c1[nH]c1c(Cl)cccc21 (stereo not drawn) | -8.1%
CN(C)C(=O)C1CN(C(=O)Nc2cc(F)cc(F)c2)CC12CCOCC2 (stereo not drawn) | 15.9%
CCC(CC)NC(=O)[C@H]1CCC[C@H]1NC(=O)c1ccc(OC)cc1 | ?
O=C(N[C@H]1CO[C@H]2[C@@H]1OC[C@@H]2Nc1nccc(C2CCCC2)n1)c1ccco1 | ?
Cc1ccc(C)c(NC(=O)C2CCCN(S(=O)(=O)c3cccc4nsnc34)C2)c1 (stereo not drawn) | ?
Cc1ccc(C(=O)c2oc3ccccc3c2NC(=O)COc2ccc(C(C)(C)C)cc2)cc1 | 37.2%[activator]
CCN(CC)c1cc(CCC(=O)NCCc2ccccn2)ccn1 | -13.3%
COc1ccc(C)cc1NC(=O)Cn1c(=O)oc2cc(S(=O)(=O)NCc3ccccc3)ccc21 | i

Molecules listed so far that have a cyano group (3):
SMILES | Pf Dd2 growth
N#Cc1ccc(S(=O)(=O)N2CCCOCCNC(=O)[C@@H]3CCCC[C@@H]32)cc1 | 22.9%
Cn1c(=O)n(C)c2cc(N3CCOCC3)c(NS(=O)(=O)c3cccc(C#N)c3)cc21 | ?
N#Cc1c[nH]c(C(=O)N2CCN(Cc3cn[nH]n3)CC(O)C2)c1 (stereo not drawn) | -18.2%

(listing goes on)
SMILES | Pf Dd2 growth
Cc1ccsc1-c1nc(-c2nnn3c2COC(c2ccc(Cl)cc2)C3)no1 (stereo not drawn) | i
COc1ccccc1C(=O)Nc1cccc(C(=O)OCc2cc(=O)n3ccsc3n2)c1 | -9.5%
CCCNC(=O)C1COC2(CCN(C(=O)c3ccc(F)cc3)CC2)N1C(=O)c1ccc(F)cc1 (stereo not drawn) | -22.8%
O=C1CCSC2(C(=O)N(Cc3ccc(F)cc3)c3ccccc32)N1c1cccc(F)c1 (stereo not drawn) | ?
CCS(=O)(=O)N1CCOc2ccc(CN3CCc4ccccc4C3)cc2C1 | -7.7%
COc1ccc(C(=O)N2C(C(=O)N3CCCC3)COC23CCN(C(=O)Cc2ccccc2)CC3)cc1 (stereo not drawn) | -44.1%
CCc1ccc(Nc2nn(-c3ccc(OC(F)(F)F)cc3)nc2C(C)=O)cc1 | 6.8%
COc1cccc(Nc2ncc3c(n2)C(C)(C(=O)NCc2ccc4c(c2)OCO4)CC3)c1 (stereo not drawn) | ?
COc1ncccc1CN1CCC2(CC1)COCCN2C(=O)OCc1ccccc1 | ?
COCc1nc(C2CCN(C(=O)C3CCCC3)C2)no1 (stereo not drawn) | 12.5%
CCc1cccc(C)c1Nc1c(-c2cccc(O)c2)nc2nc(C)cc(C)n12 | 42.4%[activator][5.79 µM]
CCOc1ccc(CC(=O)Nc2c(C(=O)c3ccc(F)cc3)oc3ccccc23)cc1OCC | ?
COCCc1noc([C@@H]2CC(F)(F)CN2C(=O)Cn2ccc(C)n2)n1 | 28.9%
COCCN1CCC2(C1)CN(C)c1ccc(C(=O)NCc3ccccc3)cc12 (stereo not drawn) | -6.6%[44.1 µM]
CCOc1ccccc1OCCCCn1c(-c2ccc(Cl)cc2)nc2ccccc2c1=O | 12.6%
COC(=O)c1ccc(Cn2c(SCC(=O)NCc3ccccc3)nc3ccccc32)cc1 | 27.0%
COc1ccc(S(=O)(=O)Cc2ccc(C(=O)NC3CCCCC3)o2)cc1 | i
CCCCCC(=O)Nc1nc2c(s1)C[C@@H]1[C@](C)(CO)[C@H](O)CC[C@@]1(C)[C@@H]2CC(=O)NCCc1ccc(OC)c(OC)c1 | ?
CC(=O)NCCNC(=O)[C@H]1CN2CCC1C[C@@H]2Cn1cc(CN(C)Cc2ccccc2)nn1 (stereo partly drawn) | 6.5%
Cc1cc(C(=O)NC2CCNCC2)c2c(C3CCNC3)noc2n1 (stereo not drawn) | 17.5%
Cn1cc(C(=O)N2CCC(C(=O)N3CCCCCCNC(=O)CC3)CC2)cn1 | -2.4%
CCCC(=O)Nc1ccc2nc(SCCOc3ccccc3)sc2c1 | ?
CC(C)n1cc2cc(C(=O)NCc3cnccn3)sc2c1 | i
COc1ccc(CCNc2ncnc3c2nnn3C)cc1 | i
CCOc1ccc(C(=O)NC2CCN(c3cc(-c4ccccc4)[nH]n3)CC2)cc1OCC | ?
COc1ccc(CC(=O)NC2CCCN(c3cc(-c4ccc(F)cc4)[nH]n3)C2)cc1OC (stereo not drawn) | i
COc1ccc(-n2c(=O)c3c(c4cc(OC)ccc4n3C)n(Cc3c(F)cccc3Cl)c2=O)cc1 | 11.7%
O=C(Nc1ccc(-n2nncc2-c2ccccc2)cc1)c1cccc(F)c1 | 14.6%
NC(=O)[C@H](CC1CCCCC1)NC(=O)[C@H]1CN(C(=O)c2cccc(F)c2)CCN1C(=O)C1CCNCC1 | 24.1%
CC(=O)NC1(C)CCCN(Cc2cccc(Nc3ccccc3)c2)C1 (stereo not drawn) | ?
CC(Sc1nc(=O)cc(N)n1CCc1ccccc1)C(=O)Nc1ccccc1C#N (stereo not drawn) | 11.2µM*
COc1ccc(CN2C[C@@H]3C[C@H]2C(=O)Nc2ccccc2O3)cc1 | i
CC(C)c1nc2c(c(-c3ccc(O)cc3)n1)CCN(C(=O)c1ccc(F)cc1)CC2 | -6.0%
Cc1c(C(=O)N(C)c2ccccc2)sc2nc(-c3ccc(F)cc3)cn12 | 108.8%[activator]
CC1(c2ccccc2)N(Cc2cccnc2)C(=O)OC12CCN(C(=O)c1ccccc1)CC2 (stereo not drawn) | ?
O=C(CCc1ccccc1)N1CCC2(CC1)CC(OCC1CC1)CCO2 (stereo not drawn) | 6.3%
CCC(C(=O)NCCc1ccc(SC)cc1)n1nc(C)c2c(C)n(-c3ccc(C)cc3)nc2c1=O (stereo not drawn) | 16.4%
O=C1N(Cc2ccc(F)cc2)CCCC12CCN(c1nc3ccccc3o1)C2 (stereo not drawn) | -16.1%
COc1cccc(CCC(=O)N[C@@H]2CN(c3ncccn3)C[C@H]2CO)c1 | 9.8%
CC1(C(=O)NCC2CCCO2)COCc2cnc(Nc3ccccc3)nc21 (stereo not drawn) | 18.7%[44.1 µM]
Cn1c(Cn2cccn2)nnc1C1CC(NC(=O)c2sccc2N)C1 (stereo not drawn) | -0.2%&-25.4%
COCC(=O)N1CCCC(C(=O)NCCCn2nc(C)c(Cl)c2C)C1 (stereo not drawn) | -12.1%
CC1=C(C(=O)OC(C)(C)C)C(c2ccccc2)N2C(CC(=O)NCc3ccco3)=CSC2=N1 (stereo not drawn) | ?
Cn1cccc1CN1CCC2(CC1)CC(c1cccnc1)=NO2 | ?
CC(C)NC(=O)C[C@@H]1O[C@H](CNC(=O)c2ccccc2)[C@@H](O)[C@H]1O | 3.8%[44.1 µM]
COCCn1cnc2ccc(OCc3ccc(Cl)cc3)nc2c1=O | 11.2µM*
